# Epigenetic derep: regulators of epigenetic silencing causing reporter derepression in mouse cells; Potency, µM (highest dose often 53.9 µM), for the others: at the top dose GFP activation, most hits filed as activators; murine LDR cells, GFP reporter derepression, 30 h; actives 0.2% (n = 280,000); active = well fitted activation curve with a large enough effect; inconclusive = small, poorly fitted or top-dose-only effect; note: % of control where 0% means no effect; nearly all actives have a fitted effect of over 60% in size
#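 Murine LDR cells carrying a silenced, genomically integrated CMV-driven GFP reporter were exposed to compound for 30 hours at 37 C. After PBS washes, GFP-positive cells (20–120 um objects) were counted by laser-scanning microplate cytometry.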
# The depositor's hits bear a star; u = inconclusive. Potency is the fitted concentration of half-maximal effect. This is a subset. The share of hits here may be higher or lower than overall.
Epigenetic derep	Molecule
-1.3%	Clc1ccc(CSc2nc(NCCc3ccccc3)c3ccccc3n2)cc1
1.6%	O=c1[nH]c2ccc(NCc3ccc(-c4ccc(F)cc4)o3)cc2[nH]1
1.1%	CCN(CC)c1ccc(C(=O)NCc2ccc3c(c2)CCN3C(=O)c2ccc(F)cc2)cc1
-1.7%	O=C(Cc1ccc(-c2ccccc2)cc1)NCCS(=O)(=O)N1CCN(c2ccc(F)cc2)CC1
0.0%	CCC(=O)Nc1nnc(S(=O)(=O)N2c3ccccc3CC2C)s1 (stereo not drawn)
-2.6%	COc1ccc(-c2noc(-c3ccc(NCc4ccco4)c([N+](=O)[O-])c3)n2)cc1OC
-1.2%	Cc1ccc(NS(=O)(=O)c2cc3[nH]c(=O)c(=O)[nH]c3cc2C)cc1Cl
-1.3%	COc1cccc(C(=O)Nc2c(C(=O)NC(C)(C)C)oc3ccccc23)c1
0.0%	COc1ccc(N2CCN(C(=O)c3cnc(N4CCOCC4)c4ccccc34)CC2)cc1
2.2%	Cc1ccc(C)c(CNC(=O)c2ccc3c(c2)nc2n3CCC(C)C2)c1 (stereo not drawn)
-0.2%	Cc1cc(N2CCN(C)CC2)nc2ccc(NC(=O)Nc3ccc(F)cc3F)cc12
-0.4%	Cc1c(Cl)cccc1NC(=O)CSc1nc(=O)[nH]c2c1CCC2
-0.5%	CCc1nc2cccnc2n1-c1ccc(CC(=O)Nc2ccc(C)cc2)cc1
6.6%	COc1ccccc1C(=O)Nc1ccc(OCc2cc(=O)n3cccc(C)c3n2)cc1
1.3%	Cc1cc(C)c2c(=O)cc(CSc3nnc(COc4ccccc4C)n3C)[nH]c2c1
2.4%	Cc1ccc(Cn2c(SCC(=O)NCc3ccccc3)nc3ccsc3c2=O)cc1
-1.3%	O=C(c1cc2ccc3cccnc3c2[nH]1)N1CCN(c2ccc(Cl)cc2)CC1
0.0%	COc1ccc(CCNC(=O)C(=O)NCC(c2ccc3c(c2)OCO3)N2CCOCC2)cc1 (stereo not drawn)
-0.4%	Cc1ccc(S(=O)(=O)c2cn(C)c3cc(N4CCCC(C)C4)c(F)cc3c2=O)c(C)c1 (stereo not drawn)
-2.4%	CC(=O)N1CCc2cc(CNS(=O)(=O)c3ccccc3C(F)(F)F)ccc21
3.6%	CC(C)(C)c1ccc(C(=O)NNc2ncnc3c2cnn3-c2ccccc2)cc1
-3.5%	O=C(Nc1cccc(-c2nc3cccnc3s2)c1)c1cccc(Br)c1
2.0%	COc1ccc(CCNC(=O)NCc2noc3ccc(C)cc23)c(OC)c1
2.4%	CCc1ccc(CNC(=O)CCN2C(=O)COc3ccccc32)cc1
3.2%	O=C(c1ccccc1)c1ccc2nc(Nc3ccccc3Cl)c3nncn3c2c1
-3.2%	Cc1ccc(-c2[nH]c3c(c2-c2c(-n4cccc4)n(C)c(=O)[nH]c2=O)c(=O)[nH]c(=O)n3C)cc1
-0.5%	COc1ccc(CCC(=O)NCc2ccc3c(c2)CCN3C(=O)c2ccccc2)cc1
0.8%	CC(=O)Nc1ccc(NS(=O)(=O)c2ccc3c(c2)CCCN3C(C)=O)cc1
0.0%	O=C(NC1CCCCC1)c1ccc2c(c1)sc1nc(-c3ccc(F)cc3)cn12
2.8%	Cc1ccc(CCNC(=O)CCn2c(=O)c3cccn3c3ccc(F)cc32)cc1

# Already shown: entries from further up.
Epigenetic derep	Molecule
3.2%	O=C(c1ccccc1)c1ccc2nc(Nc3ccccc3Cl)c3nncn3c2c1
-3.2%	Cc1ccc(-c2[nH]c3c(c2-c2c(-n4cccc4)n(C)c(=O)[nH]c2=O)c(=O)[nH]c(=O)n3C)cc1
-0.5%	COc1ccc(CCC(=O)NCc2ccc3c(c2)CCN3C(=O)c2ccccc2)cc1
0.8%	CC(=O)Nc1ccc(NS(=O)(=O)c2ccc3c(c2)CCCN3C(C)=O)cc1
0.0%	O=C(NC1CCCCC1)c1ccc2c(c1)sc1nc(-c3ccc(F)cc3)cn12
2.8%	Cc1ccc(CCNC(=O)CCn2c(=O)c3cccn3c3ccc(F)cc32)cc1

# Remaining list, next part:
Epigenetic derep	Molecule
-1.7%	Cn1c(=O)c2c(SCC(=O)NCC3CCCO3)nc(-c3cccc(F)c3)nc2n(C)c1=O (stereo not drawn)
-4.0%	CCC(=O)Nc1cccc(C(=O)OCc2cc(=O)n3nc(CC)sc3n2)c1
-1.1%	Cc1nc2cc(C(=O)NCCC3=CCCCC3)ccc2n1-c1ccc(Br)cc1
-3.2%	CC(=O)Nc1nonc1-c1nnc(SCc2cccc(Br)c2)n1C
u	COc1cccc(CNC(=O)CCC(=O)N2CC(C)Sc3ccccc32)c1 (stereo not drawn)
u	CCCCN(C)S(=O)(=O)c1ccc(C(=O)Nc2sc3c(c2C(=O)OCC)CCN(C(C)C)C3)cc1
-1.7%	O=C(COc1ccc(Cl)cc1)Nc1nnc(S(=O)(=O)N2CCCCCC2)s1
0.0%	Cc1nc(-c2ccc(C)c(N3CCN(C(=O)Nc4ccc(Br)cc4)CC3)c2)no1
0.0%	CC(C)NC(=O)C1CCC(Cn2c(=O)c3sccc3n(Cc3ccc(F)cc3)c2=O)CC1 (stereo not drawn)
-1.3%	CCOC(=O)c1c(S(=O)(=O)N2CCCC(C(=O)NCc3ccc(Cl)cc3)C2)c(C)n(C)c1C (stereo not drawn)
8.7%	Cc1ccc(SCc2nc(-c3ccc(C(=O)NCC(C)c4ccccc4)cc3)oc2C)cc1 (stereo not drawn)
3.0%	CCOc1ccc(-c2cc(-c3nc(-c4cc(OC)c(OC)c(OC)c4)no3)[nH]n2)cc1Cl
0.1%	CCc1cccc(NC(=O)CSc2n[nH]c(-c3ccccc3Cl)n2)c1
1.2%	CCOc1ccc(-c2cc(C(=O)N3CCN(S(=O)(=O)c4cc(Cl)ccc4OC)CC3)[nH]n2)cc1
-2.0%	Cc1cc(C)cc(NC(=O)C2CCCN2S(=O)(=O)c2ccc3c(c2)CCCC(=O)N3)c1 (stereo not drawn)
-2.1%	CCCc1nn2c(=O)cc(COC(=O)c3cccc(NC(=O)COc4ccccc4C)c3)nc2s1
-1.3%	Cn1ncc(C(=O)N2CCN(c3ccccc3)CC2)c1C1CCN(C(=O)OC(C)(C)C)CC1
u	Cc1ccc2cc3cc(C(=O)Nc4ccc(F)cc4Cl)oc3nc2c1
5.6%	COc1ccc(CC(=O)Nc2nnc3n2CCS3)cc1
0.0%	COc1cc(Cl)c(C)cc1NC(=O)c1cnc(N2CCOCC2)c2ccccc12
-2.4%	CC(=O)Nc1nonc1-c1nnc(SCC(=O)Nc2cccc(F)c2)n1-c1ccccc1
3.2%	Cc1nc2nc(SCc3ccc(F)cc3Cl)nn2c(C)c1Cc1ccccc1
0.7%	Cc1cccc2sc(N(Cc3cccnc3)C(=O)c3ccco3)nc12
u	Cc1ccc(C)c(Cn2c(=O)cc(C)c3c(C)nn(C)c32)c1
1.0%	Cc1ccc(S(=O)(=O)N2CCN(Cc3nc4ccc(C)cc4o3)CC2)cc1
1.4%	CCOc1ccc(-c2nc(CSCC(=O)N3CCN(c4cccc(C(F)(F)F)c4)CC3)c(C)o2)cc1
0.9%	COC(=O)c1ccc(NC(=O)NCCn2nnc3cc(S(=O)(=O)N(C)C)ccc32)cc1
0.7%	Cc1ccc2nc(-c3ccc(NC(=O)c4ccc(S(C)(=O)=O)cc4)cc3)sc2c1
4.3%	CC1CCCN(CCCNC(=O)c2ccc3c(c2)N(Cc2cccc(Cl)c2)C(=O)c2ccccc2S3(=O)=O)C1 (stereo not drawn)
-3.2%	Cc1nnsc1C(=O)Oc1ccccc1Cl

# Ordered by length of the SMILES (smallest number first): part of the list above.
Epigenetic derep	Molecule
u	Cc1ccc2cc3cc(C(=O)Nc4ccc(F)cc4Cl)oc3nc2c1
0.7%	Cc1ccc2nc(-c3ccc(NC(=O)c4ccc(S(C)(=O)=O)cc4)cc3)sc2c1
1.4%	CCOc1ccc(-c2nc(CSCC(=O)N3CCN(c4cccc(C(F)(F)F)c4)CC3)c(C)o2)cc1

# (list continues)
Epigenetic derep	Molecule
-2.4%	Cc1ccccc1-c1nn2c(=O)cc(CN3CCN(C(=O)c4ccc(C(C)(C)C)cc4)CC3)nc2s1
-1.7%	CCC(C)NC(=O)c1ccc2nc(Cc3ccccc3)oc2c1 (stereo not drawn)
-1.1%	CCCNC(=O)COCc1cc(-c2ccc(F)cc2)on1
u	COc1ccc(C)cc1NC(=O)Nc1ccccc1OCc1cc(=O)n2ccccc2n1
2.4%	CCCCC(=O)N1CCN(c2nc3c(C)c(C)ccc3s2)CC1
-0.4%	CCc1ccc(CNC(=O)CCCN2C(=O)c3cccnc3Oc3ccc(Cl)cc32)cc1
-4.1%	COc1cc(Nc2ncc3c(n2)CCN(Cc2cccc(C)c2)C3)cc(OC)c1
-2.4%	CC1CCN(c2oc(-c3ccc(COc4ccccc4)o3)nc2C#N)CC1
2.5%	Cc1nnc(SCc2ccc(Cl)cc2)c2cc3occc3n12
-1.7%	O=C(CSC1=Nc2ccccc2N=C(c2ccc(F)cc2)C1)NCc1ccc(F)cc1
0.0%	CCOc1ccc(-c2cn3c(n2)sc2cc(C(=O)NCCCc4ccccc4)ccc23)cc1
4.9%	CCOC(=O)c1cnc(N2CCN(c3ccc(C)cc3C)CC2)c2ccccc12
1.0%	Cc1cccc(NC(=O)CSc2nc(=O)n(CCN3CCOCC3)c3c2CCC3)c1C
1.2%	CC(C)NC(=O)c1ccc(Cn2c(SCc3ccc(F)cc3)nc3cccnc32)cc1
-1.3%	CC(=O)Nc1cccc(C(=O)NCc2ccc3c(c2)CCN3C(C)=O)c1
-4.2%	Cn1nc(C(=O)N2CCN(c3ccccc3F)CC2)c2c1-c1ccccc1SC2
-3.2%	COc1ccc(C(=O)N2CCC(c3nc4ccccc4s3)CC2)cc1Cl
0.0%	COC(=O)c1ccc(Cl)cc1NC(=O)N1CC(C)Oc2ccccc21 (stereo not drawn)
-4.1%	CC(C)Cc1nn2c(=O)cc(COC(=O)c3ccccc3NC(=O)C3CCCCC3)nc2s1
-1.3%	CCc1ccc(NC(=O)CSc2nc3ccccc3c(=O)n2CCNC(C)=O)cc1
0.0%	CC(C)(Oc1ccc(Cl)cc1)C(=O)Nc1cccc(-c2cn3cccnc3n2)c1
-0.2%	CCCn1c2ccccc2c2cnn(CC(=O)NCC3CCN(Cc4ccc(F)cc4)CC3)c(=O)c21
1.3%	Cc1ccc(-n2ncc(C(=O)NCCN3CCc4ccccc4C3)c2C2CCNCC2)cc1C
0.8%	CC(CNC(=O)CN1C(=O)c2cccnc2Oc2ccc(Cl)cc21)c1ccccc1 (stereo not drawn)
0.0%	COc1ccc(-c2noc(N3CCN(c4cccc(C)c4C)CC3)n2)cc1OC
-1.1%	CC(C)(C)C1CCc2c(sc3nc(-c4cc5cc(Br)ccc5oc4=O)[nH]c(=O)c23)C1 (stereo not drawn)
-4.3%	CSc1nn(Cc2ccc(F)cc2)c(N)c1S(=O)(=O)c1ccc(Cl)cc1
2.0%	COc1cccc(CN2C(=O)CN(C3CCCCC3)C(=O)C2c2ccc(OC(C)C)c(OC)c2)c1 (stereo not drawn)
0.0%	Cc1cccc(CNC(=O)CS(=O)(=O)c2cccc3nsnc23)c1
4.2%	Cc1ccc2[nH]c(CSc3nnc(NC(=O)COc4ccccc4)s3)cc(=O)c2c1
-0.8%	CCN1C(=O)c2ccccc2Sc2ccc(NC(=O)Nc3ccc(Br)c(C)c3)cc21
-1.5%	COc1ccc(C)cc1NC(=O)Cn1c(=O)c(C(F)(F)F)nc2ccccc21
1.6%	O=C(CN1C(=O)COc2ccccc21)NCCc1ccc(Cl)cc1
3.4%	CCOC(=O)c1cccc(NC(=O)CCc2c(C)nn(-c3ccc(N4CCOCC4)nn3)c2C)c1
-1.3%	CC(=O)c1ccc(NC(=O)c2nc3ccccc3nc2N2CCCCC2)cc1
-1.2%	CCc1ccccc1NC(=O)Cn1c(=O)n(-c2ccc(C)cc2)c(=O)c2c1c1cc(C)ccc1n2C
4.9%	O=C(Nc1ccc(F)cc1Cl)C1Cc2ccccc2N1C(=O)c1ccccc1 (stereo not drawn)
0.0%	Cc1ccc(NC(=O)CCNS(=O)(=O)c2ccc3c(c2)CCN3C(=O)C2CC2)c(Cl)c1
5.4%	Cc1c(Cl)ccc2sc(N3CCN(C(=O)C4CC4)CC3)nc12
-3.7%	O=C(CSc1n[nH]c(-c2ccccc2Cl)n1)NCCCc1ccccc1
8.9%	O=C(Cn1ccc2cc(S(=O)(=O)N3CCCC3)ccc21)NCc1ccc(Cl)cc1
1.4%	COc1ccc(NC(=O)C2=C(C)Nc3nc(SCc4ccc(Cl)cc4)nn3C2c2cccc(OC)c2OC)cc1 (stereo not drawn)
0.4%	O=C(NCCc1ccc(Cl)cc1)c1ccc(CSCc2ccc(Cl)cc2)o1
2.4%	CCOc1ccccc1CNC(=O)CSc1n[nH]c(-c2ccccc2)n1
-1.3%	CCCCn1c(=O)c2oc3ccccc3c2n(Cc2cccc(F)c2)c1=O
1.6%	CCn1c(CN2CCCCC2)nc2cc(NC(=O)COc3ccccc3C(C)(C)C)ccc21
0.0%	O=C(CN1CCSc2ccccc21)N1CCCCC1
0.6%	CCOc1cccc(NC(=O)c2ccc(F)c(S(=O)(=O)N(CC)c3cccc(C)c3)c2)c1
1.1%	O=C(Nc1ccc2nc(SCC(=O)N3CCCC3)sc2c1)c1ccc(F)cc1
-1.1%	O=C(CCSCCc1ccccn1)Nc1ccccc1C(F)(F)F
2.3%	CCC(=O)OCc1cc(=O)n2nc(C3CC3)sc2n1
-0.5%	COc1cc(C(=O)N2CCC(c3ccncc3)CC2)cc(OC)c1OC
0.8%	CCOc1ccccc1NS(=O)(=O)c1cnc(N)nc1

# Random excerpt: 4 compounds from above, in no set order.
Epigenetic derep	Molecule
-1.5%	COc1ccc(C)cc1NC(=O)Cn1c(=O)c(C(F)(F)F)nc2ccccc21
-1.1%	O=C(CCSCCc1ccccn1)Nc1ccccc1C(F)(F)F
0.0%	O=C(CN1CCSc2ccccc21)N1CCCCC1
1.6%	CCn1c(CN2CCCCC2)nc2cc(NC(=O)COc3ccccc3C(C)(C)C)ccc21

# Compound activity (PubChem)
